# CHT inh: inhibitors of human choline transporter CHT; Q9GZV3; CHT-expressing cells, membrane potential dye, choline response; hits give low values; B-score at 10 µM; 310,000 compounds, 0.86% hits; AID 488975;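 active = B-score over 3 SD under the library average, and starting fluorescence ratio not unusually high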;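 note: choline stimulus applied at its EC90 after an EC20 pre-addition; B-score computed on integrated fluorescence ratio after choline addition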
# Target sequence (Q9GZV3 whole entry, looked up): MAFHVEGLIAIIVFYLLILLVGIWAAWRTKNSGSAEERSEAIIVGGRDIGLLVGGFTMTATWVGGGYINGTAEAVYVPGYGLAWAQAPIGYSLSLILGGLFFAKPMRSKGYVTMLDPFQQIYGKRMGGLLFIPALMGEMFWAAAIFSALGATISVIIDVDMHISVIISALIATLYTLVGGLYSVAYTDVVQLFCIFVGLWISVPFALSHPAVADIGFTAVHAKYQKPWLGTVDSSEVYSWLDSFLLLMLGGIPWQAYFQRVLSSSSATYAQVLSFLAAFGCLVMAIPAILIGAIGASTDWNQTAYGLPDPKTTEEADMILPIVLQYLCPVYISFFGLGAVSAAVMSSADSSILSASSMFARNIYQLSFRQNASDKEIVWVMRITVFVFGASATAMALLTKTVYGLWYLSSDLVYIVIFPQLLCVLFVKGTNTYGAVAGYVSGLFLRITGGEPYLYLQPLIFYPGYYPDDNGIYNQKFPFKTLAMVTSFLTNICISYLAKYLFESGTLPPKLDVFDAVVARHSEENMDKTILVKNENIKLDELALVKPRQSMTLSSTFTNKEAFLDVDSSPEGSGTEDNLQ
# CHT PAM: allosterically activates the human high affinity choline transporter; CHT-expressing cells, membrane potential dye, choline EC20; hits give high values; LV-AA mutant CHT in HEK293 cells; B-score at 10 µM; 310,000 compounds, 0.49% hits; AID 488977;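 active = initial fluorescence not abnormally high and integrated response B-score, plate-corrected, over 3 SD above library mean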
# * marks the source's active call; other numbers are inactive results; i = inactive.
# The first 7 records, ahead of the listing:
SMILES,CHT inh,CHT PAM
CN(C)C(=O)CCC(=O)N1CCCC(C(=O)c2ccc3c4c(cccc24)CC3)C1 (centres undefined),i,i
COc1ccc(-c2c(-c3ccc(OC)cc3O)nc(C)nc2C(F)(F)F)cc1,i,i
COc1ccc(NS(=O)(=O)c2cc(NC(=O)c3cccc(OCc4c(C)noc4C)c3)ccc2OC)cc1,i,i
O=C(O)c1ccccc1OCCOCCOc1ccccc1C(=O)O,i,i
Cc1ccc(Sc2c(C=O)c3ccccc3n2C)cc1,i,i
Cc1ccc(S(=O)(=O)N2CCOCC2)cc1C(=O)NCc1cn2ccsc2n1,i,i
Cc1noc(C)c1S(=O)(=O)N(C)Cc1ccccc1,i,i

# The whole of this part, previewed entries included:
SMILES,CHT inh,CHT PAM
CN(C)C(=O)CCC(=O)N1CCCC(C(=O)c2ccc3c4c(cccc24)CC3)C1 (centres undefined),i,i
COc1ccc(-c2c(-c3ccc(OC)cc3O)nc(C)nc2C(F)(F)F)cc1,i,i
COc1ccc(NS(=O)(=O)c2cc(NC(=O)c3cccc(OCc4c(C)noc4C)c3)ccc2OC)cc1,i,i
O=C(O)c1ccccc1OCCOCCOc1ccccc1C(=O)O,i,i
Cc1ccc(Sc2c(C=O)c3ccccc3n2C)cc1,i,i
Cc1ccc(S(=O)(=O)N2CCOCC2)cc1C(=O)NCc1cn2ccsc2n1,i,i
Cc1noc(C)c1S(=O)(=O)N(C)Cc1ccccc1,i,i
Cc1ccc(NC(=O)C(=O)NCC2CCCN2S(=O)(=O)c2cccs2)cc1C (centres undefined),i,i
CC(C)CN(C(=O)C1CCCO1)C1CCS(=O)(=O)C1 (centres undefined),i,i
O=C(O)Cc1nc(-c2cccnc2)sc1-c1ccc(Br)cc1,i,i
COc1ccc2cc3cc(C(=O)Nc4ccccc4N4CCN(C)CC4)oc3nc2c1,i,i
CCOC(=O)CNC(=O)CN1C(=O)CCSc2ccccc21,i,i
CCOc1cc(CNCCc2ccc(S(N)(=O)=O)cc2)cc(Cl)c1OCc1ccccc1,i,i
O=C(Oc1ccccc1)c1ccc(NC(=O)c2ccco2)cc1,i,i
Cc1nn(-c2ccccc2)cc1/C=N/O,i,i
O=C(c1cc(COc2ccc(F)cc2Cl)on1)N1CCCC(OCc2cccnc2)C1 (centres undefined),i,i
CC(C)[C@@H](CO)NC(=O)c1ccc2c3n(nc2c1)-c1ccc(Cl)cc1CO3,i,i
CCC1CCCCN1CCCNC(=O)CC1Oc2ccc(C)cc2NC1=O (centres undefined),i,i
Cc1ccc(-c2csc(NC(=O)CCCc3cccs3)n2)cc1,i,i
O=C(Nc1nc2ccc([N+](=O)[O-])cc2s1)c1ccc(S(=O)(=O)N2CCCc3ccccc32)cc1,i,i
N/C(=N\c1nc2c(c(=O)[nH]1)CCCC2)Nc1ccc(Oc2ccccc2)cc1,i,i
NC(=O)c1c(NC(=O)c2ccco2)sc2c1CCC2,i,i
O=C1CC(C(=O)Nc2ccc(F)cc2)n2cnnc2N1 (centres undefined),i,i
Cc1cc(Br)ccc1NC(=O)C(C)c1ccc([N+](=O)[O-])cc1 (centres undefined),i,i
Cc1ccc(S(=O)(=O)N2CCCCC2CCNC(=O)C(=O)Nc2ccccc2F)cc1 (centres undefined),i,i

# Further structures
SMILES,CHT inh,CHT PAM
Cc1ccc(NS(=O)(=O)c2cccc(C(=O)N/N=C/c3c(C)nn(-c4ccccc4)c3N3CCCC3)c2)c(C)c1,i,i
Cc1cc(C)nc(OC(=O)c2c(Cl)cc(Cl)cc2Cl)n1,i,i
Cc1cc(C(=O)N(NC(=O)C(C)C)c2ccccc2)cs1,i,i
COC(=O)Cn1ncc2c3ccccc3n(C)c2c1=O,i,i
CCOCCCn1c(=NC(C)=O)c(C(=O)OCC)cc2c(=O)n3ccccc3nc21,i,i
Cc1ccc(C)n1-c1ccc(-c2nnc3n2CCCCC3)s1,i,i
CCOc1ccc(-n2c(SCC(=O)NC(C)CC)nc3n[nH]c(C)c3c2=N)cc1 (centres undefined),i,i
Cc1ccc(-c2nc(CN3CCCCC3c3cccc(F)c3)c(C)o2)o1 (centres undefined),i,i
Cc1cc(C(=O)Nc2ccc(N3CCCCC3)cc2)no1,i,i
Cc1cc(C)cc(NC(=O)N2CCC(NC(=O)c3ccccc3C)CC2)c1,i,i
CC(C)C(=O)N1CC(=O)Nc2ccc(F)cc2C1c1ccc(F)cc1 (centres undefined),i,i
CCOC(=O)C1CCCN(S(=O)(=O)c2cn(C)c(=O)n(C)c2=O)C1 (centres undefined),i,i
CCCCCCCC(=O)OCC(=O)[C@@]1(O)CC[C@H]2[C@@H]3CCC4=CC(=O)CC[C@]4(C)[C@H]3[C@@H](O)C[C@@]21C,i,i
Cc1ccc2nc(NC(=O)C3CCN(S(=O)(=O)c4cnc[nH]4)CC3)sc2c1,i,i
O=C(c1ccc(Br)cc1)C(CN1CCOCC1)c1ccccc1 (centres undefined),i,i
CN1CCN(Cc2cn(C)nc2-c2ccccc2F)CC1c1ccccc1 (centres undefined),i,i
COc1cccc(C2C(C#N)=C(N)Oc3cc(C)[nH]c(=O)c32)c1OC (centres undefined),i,i
O=C(NCc1ccc(-c2nc3ccccc3s2)cc1)c1ccc(Br)o1,i,i
Cc1ccnc(N2CCCC(C(=O)Nc3cc(F)ccc3C)C2)n1 (centres undefined),i,i
C=CCN1C=CC=C/C1=C1\SC(=S)N(C)C1=O,i,i
CCCC(C)NC1=NCCCCC1 (centres undefined),i,i
COc1ccc(CNC(=O)C2CCCN(S(=O)(=O)c3cccc4nsnc34)C2)cc1 (centres undefined),i,i
O=C(CSc1n[nH]c(-c2cccnc2)n1)Nc1ccc(Cl)cc1,i,i
COc1ccc(CN2CC(C(=O)NCCCN3CCCCC3)CC2=O)cc1 (centres undefined),i,i
CC(=O)NC(=S)Nc1cc(C(F)(F)F)ccc1N1CCOCC1,i,i

# (cont.)
SMILES,CHT inh,CHT PAM
Cc1ccc(-n2c(SCC(=O)N/N=C/c3ccc(C)s3)nnc2-c2ccccc2)cc1,i,i
COc1ccc(/C=C/c2nc3cc(-c4ccccc4)ccc3o2)cc1O,i,i
Cc1ccccc1OCc1nc2c3cnn(C)c3ncn2n1,i,i
O=C(NCC1CCCN(C(=O)c2cscn2)C1)c1ccc(-c2ccccc2)cc1 (centres undefined),i,i
Cc1ccnc(NC(=O)c2cccc(S(=O)(=O)N3CCCc4ccccc43)c2)c1,i,i
COc1ccccc1Cn1c(=O)oc2ccc(C)cc21,i,i
COc1cc(-c2noc(C)c2C#Cc2ccccn2)cc(OC)c1OC,i,9.5*
Cc1cc(C(=O)Nc2ccc3c(c2)CCC3)c2ccccc2n1,i,i
O=C(O)/C(=C1\OC(=O)c2ccccc21)c1ccccc1,i,i
CC(C)C1Nc2ccc(C(=O)O)cc2C2C=CCC21 (centres undefined),i,i
CC/C(C)=N/Nc1cccc([N+](=O)[O-])c1,i,i
COC(=O)c1ccc(N2CCN(c3ccccc3)CC2)nc1,i,i
CN(c1ccc(C(=O)N2CCCCCC2)cc1)S(=O)(=O)c1ccc(Cl)cc1,i,i
O=C(CSc1nnc2c(n1)[nH]c1ccc(F)cc12)NCc1ccc(F)cc1,i,i
CC1(C)COCN1C(=O)c1ccc(Cl)c(Cl)c1,i,i
CN(C(=O)CC1C(=O)NCCN1Cc1c(F)cccc1Cl)C1CCOCC1 (centres undefined),i,i
COc1cc(C2Nc3cccc4cccc(c34)N2)ccc1OC(C)=O,i,i
Cc1c(Cl)cccc1NC(=O)C(=O)NNS(=O)(=O)c1ccc(F)cc1,i,i
N#CCSc1nc(-c2ccccc2)nc2ccccc12,i,i
COc1ccc2c(Cl)c(C(=O)NC3CCS(=O)(=O)C3)sc2c1 (centres undefined),i,i
CC(=O)C1=C(C)N(Cc2ccccc2)C(=O)N[C@H]1c1cccc(F)c1,i,i
CSc1nnc(-c2ccccc2Cl)n1N,i,i
CCN1CCN(c2cc(C)c3cc(NC(=O)c4ccc(C)c(C)c4)ccc3n2)CC1,i,i
Cn1c(=O)n(CCO)c(=O)c2c1nc(Br)n2Cc1ccccc1,i,i
Cc1cccc(-n2c(-c3ccncc3)n[nH]c2=S)c1,i,i

# Next part
SMILES,CHT inh,CHT PAM
CSc1ccc(/C=C/C(=O)c2ccc(NC(=O)C(C)C)cc2)cc1,i,i
Cc1ccc(C(=O)NNC2CC(=O)N(c3ccc4c(c3)OCCO4)C2=O)cc1 (centres undefined),i,i
O=C(c1nc2ccccc2[nH]1)c1ccccc1[N+](=O)[O-],i,i
CCCCn1c(N)c(-c2nc3ccccc3o2)c2c([N+](=O)[O-])nn(C)c(=O)c21,i,i
CC(NC(=O)c1ccco1)c1ccc(-n2ccnc2)cc1 (centres undefined),i,i
CCOC(=O)C1=C(N)OC2=C(C(=O)CC(C)C2)C1c1cccnc1 (centres undefined),i,i
CCn1c(SCC(=O)NC2CCCC2)nnc1C(C)NC(=O)c1ccccc1Br (centres undefined),i,i
CCc1nnc(NC(=O)CSc2nc(SC)ns2)s1,i,i
COc1ccc2sc3ccccc3c(=O)c2c1OC,i,i
CCCOP(=O)(OCCC)c1nc(-c2ccccc2)oc1NCc1ccccc1,i,i
CCOC(=O)c1nn(-c2ccc(Cl)cc2)c2nc(CC)c(C#N)c(=O)n12,i,i
CCN(CC)c1ccc(C2=NNC(=O)CC2C)cc1[N+](=O)[O-] (centres undefined),i,i
O=C(Cn1nnc(-c2ccccc2)n1)NNC(=O)c1ccccc1,i,i
CC(C)CC(C(=O)O)C(C)CC(=O)Nc1ccn(-c2ccccc2)n1 (centres undefined),i,i
CCOCCCNC(=O)c1ccc(CS(=O)(=O)c2cccc(C(F)(F)F)c2)o1,i,i
Cc1c(C(=O)Nc2ccncc2)oc2ccccc12,i,i
N#CCSc1nnc(Cc2cccc3ccccc23)n1C1CCCCC1,i,i
CCCn1c(=O)c(C(=O)OCC)c(O)c2cc(Br)ccc21,i,i
Cn1cccc1/C=C1\SC(=S)N(NC(=O)c2ccccc2)C1=O,i,i
COc1ccc(Nc2ncnc3nc[nH]c23)cc1OC,i,i
Cc1cccc(/N=C/c2c(C)[nH]n(-c3ccccc3)c2=O)n1,i,i
Cc1cccc(NC(=S)NC(=O)c2cccs2)n1,i,i
Cc1cccnc1NC(=O)c1ccc2c(c1)OCO2,i,i
COC1CCCCC1Nc1cc(C)ccc1C (centres undefined),i,i
COC(C(=O)NC1CC1)c1ccccc1 (centres undefined),i,i

# Record cards, as listed above:
# Shown for CCCCn1c(N)c(-c2nc3ccccc3o2)c2c([N+](=O)[O-])nn(C)c(=O)c21 = CHT inh: i; CHT PAM: i
# Shown for CC(NC(=O)c1ccco1)c1ccc(-n2ccnc2)cc1 (centres undefined) = CHT inh: i; CHT PAM: i

# Further results follow.
SMILES,CHT inh,CHT PAM
O=C(NCC1COc2ccccc2O1)C1CCN(S(=O)(=O)c2cccc3nsnc23)CC1 (centres undefined),i,i
O=C(CSc1ncnc2nc[nH]c12)N1CCN(c2ccccc2)CC1,i,i
CC(NC(=O)C1(C)CC1(Br)Br)C(C)(C)C (centres undefined),i,i
Cc1csc2c(N3CCN(C(=O)Nc4ccc(Cl)c(Cl)c4)CC3)ncnc12,i,i
Cc1ccc([N+](=O)[O-])cc1NC(=O)C(C)NS(=O)(=O)c1ccc(F)cc1 (centres undefined),i,i
CCN=C1SC(CC(=O)NCc2ccccc2)C(=O)N1CC (centres undefined),i,i
Cc1ccc(S(=O)(=O)N(C)c2ccc(C(=O)N3CCCCC3)cc2)cc1,i,i
COc1ccccc1NC(=O)CS(=O)(=O)c1cccc2nsnc12,i,i
CC(=O)c1c(C)[nH]c(C(=O)Nc2nc(-c3ccc(-c4ccccc4)cc3)cs2)c1C,i,i
O=C(NNC(=O)C1CC=CCC1)c1ccccc1Cl (centres undefined),i,i
COc1ccc(-c2cc(C(=O)OCC(=O)Nc3cc(C)on3)c3ccccc3n2)cc1OC,i,i
CCCc1nnc(NC(=O)c2nc(S(=O)(=O)Cc3cccc(C)c3)ncc2Cl)s1,-5.2*,i
CN(Cc1cnc2nc(N)nc(N)c2n1)c1ccc(C(=O)N[C@@H](CCC(=O)O)C(=O)O)cc1,i,i
CC(C)(C)C(=O)Nc1ccc(S(=O)(=O)Nc2ccccn2)cc1,i,i
NC(=O)Cc1ncc(C(F)(F)F)cc1Cl,i,i
COc1ccc(/C=N\NC(=O)c2ccccc2)cc1COc1ccc(F)cc1,i,i
Cc1ccc(CNC(=O)CCS(=O)(=O)c2cccc3nonc23)cc1,i,i
CCN(CCCNC(=O)CCNC(=O)Cn1cnc2ccccc2c1=O)c1ccccc1,i,i
Cc1ccc(C2C(C(=O)c3cccs3)=C(O)C(=O)N2c2cccc(C)n2)cc1 (centres undefined),i,i
CN(C)S(=O)(=O)c1ccc(C(=O)Nc2cccc(S(=O)(=O)NC3=NCCC3)c2)cc1,i,i
CCc1cc(-c2n[nH]c(CCC(=O)O)c2-c2nc3ccccc3n2C)c(O)cc1O,i,i
O=C(NNC(=O)c1cc(-c2ccccc2)nc2ccccc12)c1csc(N2CCOCC2)n1,i,i
COc1cccc(CNS(=O)(=O)c2cccc(S(=O)(=O)N3CCOCC3)c2)c1,i,i
CC(C)c1ccc(NC2CCCN(C(=O)c3cnc4ccccn4c3=O)C2)cc1 (centres undefined),i,i
CCOC(=O)C1CCC(CN(Cc2ccccc2C)S(=O)(=O)c2ccc([N+](=O)[O-])cc2)CC1 (centres undefined),i,i
Cc1ccc(N(CC(=O)NCc2ccccc2)C(=O)CCC(=O)Nc2ccccn2)cc1C,i,i

# 4 entries out of the list, ordered by length of the SMILES, rising:
SMILES,CHT inh,CHT PAM
NC(=O)Cc1ncc(C(F)(F)F)cc1Cl,i,i
COc1ccccc1Cn1c(=O)oc2ccc(C)cc21,i,i
Cc1cc(C(=O)Nc2ccc(N3CCCCC3)cc2)no1,i,i
CN1CCN(Cc2cn(C)nc2-c2ccccc2F)CC1c1ccccc1 (centres undefined),i,i

# Source: PubChem BioAssay (Johns Hopkins Ion Channel Center)

# Compounds were not picked by outcome; any-hit rate near 1.5%.
